Platelet DG rel = platelet dense granule release activity | human platelet-rich plasma, SFLLRN dense granule ATP release, luminescence | inhibition, %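 (compounds screened at 7.5 µM in platelet-rich plasma)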 | 300,000 tested, 0.22% active;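 active = mean replicate score, as percent of positive control, at or above 50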
GSK3beta inhib = blocks human GSK3beta kinase activity | P49841 | GST-GSK3beta kinase, ADP-Glo luminescence, 60 min; hits give low values | activity score (negative = inhibition), % at 10 µM | 300,000 tested, 0.038% active;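 active = more than half of replicate wells score below -50%, meaning over 50% inhibition versus plate controls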;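 also: 0% = median DMSO wells and -100% = median GW8510 positive control wells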
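Assay system: GST-fused GSK3beta enzyme, cell-free / Medium: Tris pH 7.5 buffer with MgCl2, DTT, BSA, heparin / Also added: peptide substrate plus 25 µM ATP (final) / Compound: 10 µM single point / Timing: kinase reaction with compound 60 min at room temperature / Detection: ADP-Glo luminescence / Benchmarks: DMSO neutral wells and GW8510 at 20 µM as positive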
HSP90 refold inh = inhibitors of HSP90 luciferase refolding in rabbit reticulocyte lysate; luciferase refolding luminescence, 3 h; 290,000 tested, 0.91% active; inhibition, % at 5.6 µM; AID 1789;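 active = inhibition above the screen-wide mean plus 3 SD, computed separately per campaign, cut at about 16% in these data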;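 also: 0% = DMSO wells and 100% = 60 µM geldanamycin wells; inhibitors lower the luminescence because luciferase stays unfolded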
Dyrk1A ADPGlo = blocks rat Dyrk1A kinase activity; AID 504441; 310,000 tested, 0.43% active; inhibition, % at 12.5 µM; ADP-Glo luminescence, NFATc1 peptide; in the data active = inhibition above about 50%;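 also: plate controls were vehicle with enzyme for no effect and no enzyme for full effect; many of its hits are not listed in these tables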
KLF5 inh = suppresses KLF5 promoter-driven expression; DLD-1 KLF5 promoter-luciferase reporter, luminescence; AID 1700; 290,000 tested, 0.23% active; inhibition, % at 5 µM;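 active = inhibition above a per-plate limit of that plate's mean compound inhibition plus 3 SD, cut at about 60% in these data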;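 also: 0% = DMSO wells and 100% = LY294002 at 200 µM; higher means less KLF5 promoter-driven luciferase light; inactives centre near -14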
HSF-1 act = increases HSF-1 driven luciferase reporter signal. NIH3T3-HGL HSF-1 luciferase reporter, MG132, 8 h; 100% = twice DMSO control signal. activation, % at 9 µM. 300,000 tested, 1.7% active;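 active = mean replicate activation of at least 50% with a set share of replicates each reaching 50%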;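 also: 0% = median of the neutral control wells and 100% = twice that signal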
HSF1 inhib = HSF1 inhibition; NIH3T3-HGL HSE-luciferase, MG132-induced, luminescence 8 h; hits give low values; activity change, negative = inhibition, % at 7.5 µM (by protocol); 300,000 tested, 0.77% active;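 active = more than half of replicate wells show activity change below -50%, luminescence cut by over half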;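 also: luciferase reports HSF-1 transcriptional activity via heat shock element; 0% = median of DMSO wells and -100% = zero luminescence signal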
IEC-6 cytotox = IEC-6 cytotoxicity, counter-screen for KLF5 inhibitors; luminescence viability; inhibition, % at 5 µM; 290,000 tested, 0.78% active; in the data active = inhibition above about 22%;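 also: 0% = plate median of test compound wells and 100% = cytotoxic reference compound wells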
GSK3 alpha inh = inhibitors of human GSK-3 alpha kinase | P49840 | ADP-Glo luminescence, 60 min | inhibition, % at 10 µM | 320,000 tested, 0.1% active | AID 2650;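 in the data active = inhibition above about 50%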;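 also: GST-tagged GSK-3 alpha with peptide substrate and 25 µM ATP; 0% = DMSO neutral wells and 100% = GW8510 positive control wells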
Target sequence (P49840 whole entry, looked up): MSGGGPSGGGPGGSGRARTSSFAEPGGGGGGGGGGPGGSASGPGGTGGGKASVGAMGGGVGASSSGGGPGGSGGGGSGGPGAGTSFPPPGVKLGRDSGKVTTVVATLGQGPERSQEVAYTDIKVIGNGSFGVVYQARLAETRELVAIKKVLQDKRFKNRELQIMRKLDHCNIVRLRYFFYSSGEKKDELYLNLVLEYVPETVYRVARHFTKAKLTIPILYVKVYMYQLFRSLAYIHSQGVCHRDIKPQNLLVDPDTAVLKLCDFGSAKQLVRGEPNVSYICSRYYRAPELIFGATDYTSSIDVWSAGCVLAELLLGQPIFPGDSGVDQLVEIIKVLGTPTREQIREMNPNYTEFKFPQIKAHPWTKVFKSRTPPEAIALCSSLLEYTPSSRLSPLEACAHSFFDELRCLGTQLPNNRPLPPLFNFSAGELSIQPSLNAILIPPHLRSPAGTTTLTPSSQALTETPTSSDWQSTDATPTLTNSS
aSyn 5UTR inh = 5' untranslated region of α-synuclein, MLPCN primary screen | alpha-synuclein 5'UTR reporter, inhibitor activity | inhibition, % (tested at 7.5 µM) | 300,000 tested, 0.82% active | AID 1813; in the data active = inhibition above about 60%;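 also: H4 neuroglioblastoma cells stably carrying SNCA 5'UTR luciferase fusion; 0% = DMSO wells and 100% = positive control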
An asterisk follows results filed as active; · = no result given; & = joins results of further samples.

SMILES	Platelet DG rel	GSK3beta inhib	HSP90 refold inh	Dyrk1A ADPGlo	KLF5 inh	HSF-1 act	HSF1 inhib	IEC-6 cytotox	GSK3 alpha inh	aSyn 5UTR inh
COc1ccc(C(=O)C2CCCN(Cc3ccccn3)C2)c(OC)c1 (centres undefined)	-4	-2	-5	-2	-4	23	3	-1	-2	2
CC(C)c1ccc(N2C(=O)CC(=O)NC2=O)cc1	3	3	-3	2	-19	-8	3	-8	-4	2
CCCCS(=O)(=O)N1CCN(C(=N)N[N+](=O)[O-])CC1	-3	-1	1	-1	-25	1	2	-1	-3	1
NS(=O)(=O)c1ccc(-c2ccc(C=C3C(=O)NC(=O)NC3=O)o2)cc1	-4	-3	-1	15	-14	-10	-4	3	-2	15
O=C1NC(=O)C2(C(=O)N1)C(c1ccc(F)cc1)NC(=S)NC2c1ccc(F)cc1 (centres undefined)	-3	1	5	-6	-20	9	-2	2	0	-23
CCN(CC)c1ccc(N=Cc2c(O)n(Cc3ccco3)c(=O)[nH]c2=O)cc1	·	1	2	·	-13	·	·	-12	-1	·
CN1CCN(C(=S)SCC(=O)Nc2ccc(Cl)cc2C(=O)c2ccccc2)CC1	16	2	-3	0	0	2	3	-4	4	3
CC12CN3CC(C)(CN(C1)C31CCSCC1)C2=O	-5	3	-1	-5	9	-8	-1	4	-3	-4
COP(=O)(CC(=O)O)c1ccccc1 (centres undefined)	-9	0	-2	3	-27	20	1	-5	-3	-7
CCN1CCN(CC(=O)c2c(C)n(Cc3ccccc3)c3ccc(OC)cc23)CC1	-1	0	4	2	-22	3	-3	-2	-3	-22
Cn1c[n+](C)cc1C(O)c1ccccc1 (centres undefined)	-2&-6	-2&-1	-1&-1	2&-1	-10&-18	-2&1	-4&-2	-4&4	1&-3	16&-5
Cc1ccc(N2C(=O)NC(=O)/C(=C\C=C\c3ccco3)C2=O)cc1	5	2	7	-4	-31	39	22	-4	-1	-92
CCC(=NCC1CCCO1)c1c(O)n(-c2ccccc2C)c(=O)[nH]c1=O (centres undefined)	-31	0	2	-9	-17	3	-3	-5	0	-2
CC(=O)c1c(O)n(-c2cccc(Cl)c2)c(=O)[nH]c1=O (tested in a mixture with another compound)	2	0	-9	-1	-16	-2	0	-4	-1	-21
CCCNS(=O)(=O)c1ccc(OCC(=O)N2CCN(Cc3ccc4c(c3)OCO4)CC2)c(C)c1	3	3	·	-7	·	8	5	·	·	11
CCCCn1c(NC(=O)c2ccc(Br)o2)c(C(=O)OCC)c2nc3ccccc3nc21	-2	0	3	1	3	2	-9	0	5	-7
CC(=O)Nc1ccc(OC(=O)N(C)c2ccccc2)cc1	53*	-1	0	8	0	45	13	-4	5	-13
COc1ccc(OCC(=O)N2CCN(Cc3c[nH]c4ccccc34)CC2)cc1	-1	-1	1	1	-11	3	-4	3	·	5
Cc1oc(-c2ccccc2)nc1CN1C(=O)C(C)N=C(c2ccccc2F)c2cc(Cl)ccc21 (centres undefined)	0	0	-3	0	-15	12	9	2	0	28
CCC(C)n1c(O)c(/C=N/Nc2ccccc2)c(=O)[nH]c1=S (centres undefined)	-2	2	3	-2	-6	1	-5	-2	2	-2
COc1ccc(C)cc1NC1=NC(C)(C)CS1	10	3	2	-2	-6	-12	2	-8	-2	21
COc1ccc(OC)c(N2C(=O)/C(=C/c3ccco3)C(=O)NC2=S)c1	4	0	0	·	-30	-7	-1	-18	-1	4
Cc1ccc(CN2C(=O)CN=C(c3ccccc3)c3ccccc32)cc1	-3	0	-3	4	-29	19	7	-2	-3	1
CC(=NCCC(c1ccccc1)c1ccccc1)c1c(O)n(C)c(=O)n(C)c1=O	2	0	2	-2	-5	1	3	-1	-1	22
Cc1ccc(-c2nn(Cc3ccccc3)cc2C=O)cc1C	-6	-2	-3	13	-61	70*	45	2	-1	-35
Cc1cnc(NC(=O)CN2CCCCC2)s1	6	-4	0	-3	-10	-4	1	2	0	-4
C/C(CC(c1ccccc1)c1c(O)c2ccccc2oc1=O)=N\Nc1ccc([N+](=O)[O-])cc1[N+](=O)[O-] (centres undefined)	3	2	1	-11	-25	1	0	1	10	6
COc1ccc(C(=O)c2nc3ccccc3n2C(C)C)cc1	-13	-1	4	·	7	0	-2	3	2	-41
Cc1cccc(NC(=O)C(C)N2CC=C(c3ccccc3)CC2)c1 (centres undefined)	-4	2	5	-3	-2	3	-10	2	-4	-30
Cc1cc(C(=O)C[N+]23CCN(CC2)CC3)c(C)n1-c1ccc(Br)cc1	-1	1	6	-2	-2	18	8	2	0	-4
CP(=O)(Nc1ccccc1)C(Cl)(Cl)Cl (centres undefined)	-4	3	1	2	-25	0	-5	5	·	3
CCN(CC)CCNC(=O)c1c(O)c2ccccc2n(Cc2ccccc2)c1=O	-2	2	3	-5	-9	-5	-2	3	4	-9
CC1=NN(c2ccccc2)C(=O)C1/C=C1/C(=O)NC(=O)N(c2cc(C)cc(C)c2)C1=O (centres undefined)	-10	0	10	8	-23	22	-4	-3	·	1
COc1ccc(/C=N/N=C(/N)N[N+](=O)[O-])c(OC)c1	121*	1	2	3	4	16	-5	0	-1	-29
CCOC(=O)c1c(NC(NC(=O)CF)C(Cl)(Cl)Cl)sc2c1CCCC2 (centres undefined)	-1	1	-1	3	4	-2	-1	2	·	-37
C[C@]12CC[C@@H](O)C[C@H]1CC[C@@H]1[C@@H]2CC[C@]2(C)C(=O)CC[C@@H]12	0	2	·	1	·	47	31	·	-1	-10
C[N+](C)(C)CCc1ccc(O)cc1	2	-19	3	4	-37	1	-3	4	-3	23
O=C(COc1ccc(Cl)cc1)NCCc1cnc[nH]1	0	-1	-4	9	-31	7	-5	1	-1	4
CCOC(=O)c1c(/N=C/c2c(O)n(-c3cccc(C)c3)c(=O)[nH]c2=O)sc2c1CCCC2	19	-3	1	5	-38	16	7	5	0	12
Cc1cc(/C=C2/C(=O)NC(=O)N(Cc3ccco3)C2=O)c(C)n1-c1ccccc1O	-18	2	-4	7	14	7	2	-7	-2	6
CN1C(=O)C(=Cc2ccc(SC3CCCCC3)o2)C(=O)N(C)C1=O	14	1	7	0	-20	10	-12	-5	-2	27
O=C1CC(=O)N(c2ccc3c(c2)OCO3)C(=O)N1	·	2	0	3	-18	49	18	-11	-1	6
CCOc1ccccc1CN1C2CCC1CC(c1ccc(C)cc1)C2 (centres undefined)	2	-2	6	0	-7	5	-7	4	3	-15
Oc1ccc2c3c1OC1C(O)CC[C@@]4(O)[C@@H](C2)N(CC2CCC2)CC[C@]314 (some centres undefined)	5	1	6	·	22	4	-3	-1	-4	3
CC(=NC(C)c1ccccc1)c1c(O)[nH]c(=O)[nH]c1=O (centres undefined)	14	-1	-1	-1	-22	-8	-2	-2	3	7
O=C(NC1CC2CCCC(C1)N2)c1ccccc1 (centres undefined)	14	1	-4	·	-8	-2	1	-1	-1	10
N#Cc1cc2c(nc1SCC(=O)Nc1ccc(Cl)cc1)C1CCN2CC1	-11	-1	8	-5	-22	-9	-15	1	0	-159
COc1cc(C(c2c(O)c3ccccc3oc2=O)c2c(C)n(C)n(-c3ccccc3)c2=O)ccc1O (centres undefined)	-3	-1	-2	-6	-29	-1	-13	-1	0	-3
CN1CCCC1C(O)(c1ccccc1)c1ccccc1 (centres undefined)	5	1	3	3	-2	-1	1	1	-2	4
O=C(C(Cc1ccccc1)NS(=O)(=O)c1cccc2nsnc12)N1CCC2(CC1)OCCO2 (centres undefined)	-7	1	-1	0	-26	-9	5	-3	-2	-15
Cc1cc(N2CCN(C)CC2)nc2ccccc12	-4	4	-6	1	-32	-5	0	-2	0	-1
CC1(C)C2([N+](=O)[O-])CN3CC1([N+](=O)[O-])CN(C2)C3c1ccccn1 (centres undefined)	-8	-4	5	1	-22	-9	-2	-7	0	-8

These rows are one share of the data; rates above refer to the full screens.
